Bioassay records: PubChem, Fisher Drug Discovery Resource Center
hcGAS lum: Primary biochemical luminescence assay for human cyclic GMP-AMP synthase inhibitors. Q8N884. recombinant h-cGAS, ATP depletion, Kinase-Glo luminescence. inhibition, % at 12.5 µM. 290,000 tested, 0.081% active;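 further: 0% = vehicle reaction and 100% = reaction without DNA for no activity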
Target sequence (Q8N884 whole entry, looked up): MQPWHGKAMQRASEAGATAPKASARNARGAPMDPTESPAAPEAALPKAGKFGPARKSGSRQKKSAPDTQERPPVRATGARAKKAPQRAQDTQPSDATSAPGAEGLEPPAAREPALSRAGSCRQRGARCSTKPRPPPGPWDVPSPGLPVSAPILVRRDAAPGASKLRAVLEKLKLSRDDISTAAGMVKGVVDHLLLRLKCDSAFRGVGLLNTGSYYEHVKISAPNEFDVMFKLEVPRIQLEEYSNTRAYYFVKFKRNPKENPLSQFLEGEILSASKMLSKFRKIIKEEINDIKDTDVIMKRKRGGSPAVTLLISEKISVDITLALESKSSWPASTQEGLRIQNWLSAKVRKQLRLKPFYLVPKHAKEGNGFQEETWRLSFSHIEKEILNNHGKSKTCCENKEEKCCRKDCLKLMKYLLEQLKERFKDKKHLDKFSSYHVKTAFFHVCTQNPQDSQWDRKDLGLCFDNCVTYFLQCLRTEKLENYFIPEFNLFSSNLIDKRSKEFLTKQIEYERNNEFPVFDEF
NPYLR7 agonist: agonists of mosquito NPYLR7 receptor, primary screen, cell-based, Aedes aegypti, calcium fluorescence, mosquito biting behavior; Aedes aegypti neuropeptide Y-like receptor 7 (NPYLR7); activation, % at 10 µM; HEK293T NPYLR7/Galpha15, GCaMP6s calcium fluorescence; 270,000 tested, 0.15% active; in the data active means activation above about 40%;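 further: 0% = vehicle and 100% = reference agonist at the receptor; some compounds past the cut are filed as inactive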
mcGAS inh: cyclic GMP-AMP synthase inhibitors, mouse, primary biochemical chemiluminescence; recombinant cGAS, Kinase-Glo ATP depletion luminescence; inhibition, % at 12.5 µM; 160,000 tested, 0.15% active; AID 1259399, 2018;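 further: 0% = negative control wells and 100% = reference inhibitor with no enzyme activity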
An asterisk follows results filed as active; x = not tested or not shown; & = joins results of further samples. Unless noted, no stated cut-off is given here; in the data, active means inhibition above about 40%; inactive means the rest. Outcome played no part in choosing rows; 0.27% or so of the library scored in one or more.

smiles | hcGAS lum | NPYLR7 agonist | mcGAS inh
Cc1ccc(C)c(CCNC(=O)CCNC(=O)c2ccccc2F)c1 | -1 | -5 | x
CCOCCOc1nc(-c2ccc(C)cc2)n(-c2cccc(NC(=O)CC(C)(C)C)c2)n1 | -4 | 22 | -4
c1cnc(N2CC[N+]3(CCCC3)CC2)nc1 | -2 | 0 | x
COc1ccccc1C(C)N(C)CCN1C(=O)NC2(CCCC2)C1=O (centres undefined) | -12 | 10 | x
N#CCc1ccc(Oc2ccc(C(=O)O)cc2)cc1 | -4 | -3 | x
COCCn1c(N/N=C\c2ccc(OC)cc2)nc2c1c(=O)[nH]c(=O)n2C | -6 | 8 | -9
O=C(COc1ccc(F)cc1)OCc1cc(-c2ccccc2F)on1 | 4 | 1 | x
COCCCn1c(SCC(=O)N2c3ccccc3Sc3ccccc32)nc2ccccc2c1=O | -1 | 1 | x
COc1ccc(OC)c(NC(=O)C2(C)CCN2Cc2ccc3c(c2)OCCO3)c1 (centres undefined) | -11 | 12 | x
Fc1ccc(CSc2nc(Oc3cccc(Cl)c3)cc(C(F)(F)F)n2)cc1F | -1 | 1 | 0

The results go on.
smiles | hcGAS lum | NPYLR7 agonist | mcGAS inh
COCCCn1c(=O)c(C#N)cc2c(=O)n3ccccc3nc21 | -7 | 3 | -4
CCOC(=O)c1cnc(C2CC2)nc1NCc1cccc(C)c1C | -9 | 18 | -5
O=C(O)CCC(=O)N1N=C(c2c(-c3ccccc3)c3cc(Cl)ccc3[nH]c2=O)CC1c1ccco1 (centres undefined) | 3&0 | 4&-6 | -9&-2
COCCc1nc(CNC(=O)C2CCN(C(C)C)CC2)no1 | 2 | x | 0
CCOC(=O)N1CCN(C(=O)c2csc(CSc3nnc(-c4ccncc4)n3-c3ccccc3F)n2)CC1 | -17 | -4 | -8
Cc1cnc(C(=O)N2CCC(Oc3cccc(C(=O)NCc4ccccn4)c3)CC2)cn1 | -9&-5 | 11&19 | x
OCC1(CCc2ccccc2)CCCN(Cc2cn[nH]c2-c2ccccc2)C1 (centres undefined) | -6 | 4 | -11
CCOC(=O)CCNC(=O)N1CCn2cccc2C1c1cc(OC)ccc1OC (centres undefined) | -2 | 9 | x
O=c1ccc2ccc(OCc3cc(=O)n4ccsc4n3)cc2o1 | -6 | -1 | x
COc1ccc(CCN(C)C(=O)/C=C(\C)CCC=C(C)C)cc1OC | -1 | -5 | 1

Next part.
smiles | hcGAS lum | NPYLR7 agonist | mcGAS inh
CCN1C(=O)c2cc(NS(=O)(=O)C(C)C)ccc2Oc2ccccc21 | -3 | 8 | x
O=C(NCc1ncc[nH]1)c1ccccc1C1CCNC1 (centres undefined) | 3 | -1 | x
C=CCN(C(=O)c1cccc([N+](=O)[O-])c1)C(C)C(=O)c1c(C)c(C(=O)OCC)n(C)c1C (centres undefined) | -8 | -8 | -5
CCOC(=O)c1nn(-c2ccccc2)c(=O)c2c(NC(=O)c3cccc(C)c3)scc12 | 3 | 1 | -6
C/C(=N/O)C1OC(C)(C)OC1(C)C (centres undefined) | -5 | -1 | x
O=C(Nc1cccc(-c2nc3ccccc3o2)c1)c1cccc(F)c1 | -6 | -2 | -4
Cc1ccc(-n2nnnc2SCC(=O)Nc2ccc(N(C)C)cc2)cc1 | -12 | 7 | -5
CC(=O)O[C@@H](C)C(=O)N1CCN(c2nccc(-c3ccc(N4CCOCC4)cc3)n2)CC1 | -6 | 3 | -7
Cc1nc(N[C@H]2CCN(Cc3ccccc3)C2)c2cnn(C)c2n1 | -2 | 15 | x
C=CCNC(=O)Nc1ccc(C(=O)NC(C)CC)cc1C (centres undefined) | -7 | 6 | x

The list continues:
smiles | hcGAS lum | NPYLR7 agonist | mcGAS inh
CC(Cl)=CCSc1nc2c(c(=O)n(C)c(=O)n2C)n1Cc1ccccc1 | -1 | 2 | x
CCN1CCN(C(=O)c2ccc(CSc3nnc(-c4cccc(OC)c4)n3-c3ccccc3F)cc2)CC1 | 0 | 9 | -7
O=C(Nc1ccc2c(c1)OCO2)C1CCN(C(=O)COc2ccccc2)CC1 | -6 | -1 | -7
N#CCc1cc(-c2ccccc2)on1 | -13 | -7 | x
COc1cn(CC(=O)NC(C)(C)C)c(CSc2nc(C)cc(C)n2)cc1=O | -3 | -3 | 1
COc1ccc(N(C)S(=O)(=O)c2ccc(OC)c(N3CCN(S(=O)(=O)c4ccc(Br)cc4)CC3)c2)cc1 | -11 | 19 | -7
CCCCCCOc1ccc(-c2ccc(-c3noc(-c4ccc([N+](=O)[O-])cc4)n3)cc2)cc1 | -5 | -9 | -8
C=C(C)Cn1c(N/N=C\c2ccc(Br)cc2)nc2c1c(=O)[nH]c(=O)n2C | -3 | 4 | -6
COc1ccc(C2=NN(C(=O)CN3CCN(Cc4ccccc4)CC3)C(c3ccccc3)C2)cc1 (centres undefined) | -2 | -2 | x
Cc1ccc(-c2nc3c(OCc4ccccc4)cccn3c2NC2CCCCC2)cc1 | -9 | -7 | -9

(cont.)
smiles	hcGAS lum	NPYLR7 agonist	mcGAS inh
Cc1ccc2nc(N3CCN(c4ccccc4F)CC3)c(C=O)c(=O)n2c1	-2	-1	x
COc1ccc(C(NC(=O)C2CCCCC2)c2nccn2C)cc1 (centres undefined)	-11	3	x
CCSc1nnc(SCC(=O)c2c(N)n(CC(C)C)c(=O)n(C)c2=O)s1	-7	0	-5
Cc1ncoc1C(=O)N1CCOc2c(O)cc(-c3csc4ccccc34)cc2C1	-6	2	x
O=C1NC(=O)c2c1cc1ccc3ccccc3c1c2-c1ccccc1	1	-10	-6
Cc1cc(C)n(CC(C)NC(=O)c2cn(Cc3ccccc3Cl)nn2)n1 (centres undefined)	-8	10	x
CCOC(=O)C1CCN(C(=O)CC2CSc3nc4c(c(=O)n32)CCCC4)CC1 (centres undefined)	1	0	x
COc1ccc(-n2ncc3c2CCN(C(=O)C2=NNC(=O)CC2)C3)cc1	-11	1	x

Fetched by compound from the list above (7):
smiles	hcGAS lum	NPYLR7 agonist	mcGAS inh
COc1ccc(C(NC(=O)C2CCCCC2)c2nccn2C)cc1 (centres undefined)	-11	3	x
Cc1ccc2nc(N3CCN(c4ccccc4F)CC3)c(C=O)c(=O)n2c1	-2	-1	x
Cc1ncoc1C(=O)N1CCOc2c(O)cc(-c3csc4ccccc34)cc2C1	-6	2	x
CCOC(=O)C1CCN(C(=O)CC2CSc3nc4c(c(=O)n32)CCCC4)CC1 (centres undefined)	1	0	x
Cc1cc(C)n(CC(C)NC(=O)c2cn(Cc3ccccc3Cl)nn2)n1 (centres undefined)	-8	10	x
CCSc1nnc(SCC(=O)c2c(N)n(CC(C)C)c(=O)n(C)c2=O)s1	-7	0	-5
O=C1NC(=O)c2c1cc1ccc3ccccc3c1c2-c1ccccc1	1	-10	-6

Entries of single compounds, quoted from the list.
CCOC(=O)C1CCN(C(=O)CC2CSc3nc4c(c(=O)n32)CCCC4)CC1 (centres undefined) as listed: hcGAS lum: 1; NPYLR7 agonist: 0; mcGAS inh: x
COc1ccc(C(NC(=O)C2CCCCC2)c2nccn2C)cc1 (centres undefined) as listed: hcGAS lum: -11; NPYLR7 agonist: 3; mcGAS inh: x

Later entries:
smiles	hcGAS lum	NPYLR7 agonist	mcGAS inh
COc1cc(-n2cnnn2)ccc1NCCC(=O)c1ccc(OC)c(OC)c1	7	6	x
CCCCCCCCC(=O)Nc1ccccc1C1SCC(=O)N1c1ccc(OC)cc1OC (centres undefined)	-6	7	-4
COc1ccc(CCC2CCCCN2C(=O)c2cnc(C)s2)cc1OC (centres undefined)	-2	8	x
c1cc(-c2cc(C3CCN(Cc4ccc5c(c4)CCO5)C3)ccn2)ccn1 (centres undefined)	-4	x	-9
CCCCc1ccc(C(=O)N2CCN(C(=O)CCCSc3nnc(-c4ccccc4)n3-c3ccccc3OC)CC2C)cc1 (centres undefined)	-9	-3	-6
CC(C)c1ccc(NC(=O)Nc2ccc(N3CCCC3)c(C(=O)NCc3ccc(F)cc3)c2)cc1	-6	6	-11
CC1=CC(=NNc2nc3ccccc3[nH]2)CC(C)(C)C1	-5	0	x
CC(C(=O)Nc1cc(Cl)cc(Cl)c1)N1CCN(CC(=O)N2CCCCCC2)CC1 (centres undefined)	4	7	0

The results go on.
smiles	hcGAS lum	NPYLR7 agonist	mcGAS inh
COc1ccc(C)c2sc(N(CCN3CCOCC3)C(=O)c3ccn(C)n3)nc12	-10	x	-7
CCCCCC(=O)N1CCN(C(=O)c2cc(-c3ccc(Cl)cc3)n(-c3ccc(OC)cc3)c2C)CC1	-13	-6	-6
Cc1cc(C)cc(-n2c(C)cn3c4c(=O)n(CCN5CCCCC5)c(=O)n(C)c4nc23)c1	-8	2	x
CCCS(=O)(=O)CCN1CCN(C)CC12CCCCC2	-11	3	x
O=C1NCCN2CCN(C(=O)c3n[nH]c4c3CCCC4)CC12 (centres undefined)	-3	6	x
CC(C)SC(NC(=O)OCc1ccccc1)C(=O)NCc1cccs1 (centres undefined)	-8	-8	x
COc1cccc(CC(=O)Nc2cnc3cnc(-c4ccc5[nH]ccc5c4)cn23)c1	-5	-2	-2
CCOC(=O)N1CCN(CC(=O)Nc2cc(C)c3c(=O)oc4ccccc4c3n2)CC1	-3	-3	-5

Following part:
smiles	hcGAS lum	NPYLR7 agonist	mcGAS inh
O=C(CCC(=O)NC1CCCC1)NCc1cc(-c2ccccc2)n[nH]1	-5	5	-18
COc1ccc2c(c1OC)OC[C@@H](c1ccc(OC)c(OC)c1OC)C2	-5	-7	-5
CCc1nc(CNC(=O)NOC)cs1	-7	16	x
O=C(O)CCn1c(=O)oc2cc(Cl)ccc21	9	-4	x
CC(C)(C)CC(=O)Nc1ccc(N2CCC(Cc3ccccc3)CC2)c(C(=O)NCCN2CCOCC2)c1	-12	-6	-5
CCN(CC1CCCN(CCc2cccc(OC)c2)C1)C(=O)Cn1ccnc1 (centres undefined)	-7	2	x
CCOC(=O)C1(Cc2ccccc2C(F)(F)F)CCN(Cc2cccnc2)CC1	-5	4	x
CC1(C(=O)NCCC(F)(F)F)Cc2c(-c3cccc(C(N)=O)c3)ccnc2O1 (centres undefined)	-5	-15	-7

Other structures.
smiles	hcGAS lum	NPYLR7 agonist	mcGAS inh
O=C(O)[C@H]1C[C@@H](C(=O)Nc2ccc(F)cc2)CN(Cc2ncc[nH]2)C1	-8	8	x
CCCC(C)(CO)NC(=O)Nc1ccc(F)cc1OC1CCCC1 (centres undefined)	5	1	x
COc1cccc(-c2nc(COc3ccc(C)cn3)cs2)c1	-7	8	x
CCOC(=O)c1c(NC(=O)C(C)Oc2ccccc2)c(-c2cccc(F)c2)cn1C (centres undefined)	-5	22	-5
COc1cc(CNC(C)c2cccc(Cl)c2)cc2c1OCCO2 (centres undefined)	0	-3	0
Oc1ccccc1C1NCCCn2cccc21 (centres undefined)	1	6	x
CCCn1ccnc1S(=O)(=O)C(C)C(=O)Nc1ccc(CC)cc1 (centres undefined)	4	9	4
CC12CCC3c4ccc(O)cc4CCC3C1CCC2=O (centres undefined)	-5	12	-8

(more compounds)
smiles	hcGAS lum	NPYLR7 agonist	mcGAS inh
CCCCc1ncc(CN2CCCC(CNC(=O)C3(c4ccc(Cl)cc4)CC3)C2)[nH]1 (centres undefined)	-5&-10	11&8	-8
Cc1nc(CN2CCN(C(=O)c3cn(-c4ccccc4)nn3)CC2)cs1	0	-11	x
COc1ccc(CN2CCN(C)CC2)cc1NC(=O)C(C)OC (centres undefined)	-10	6	x
CC(=O)N1CCCC(C(=O)N2CCCN(c3nc(C)cs3)CC2)C1 (centres undefined)	-6	8	x
O=C(Nc1ccnn1C1CCN(c2ncccc2Cl)CC1)c1cccnc1	0	-5	-8
CCCCc1ncc([C@@H]2C[C@H](NC(C)=O)C[C@H](CC(C)C)O2)[nH]1	-5	6	-18
Cc1c(C(=O)NC2CC2)sc(=O)n1Cc1ccc(S(C)(=O)=O)cc1	2	-8	x
COc1ccccc1NC(=O)CCSCc1cc(Cl)c2c(c1)OCCO2	-7	7	x

The list goes on.
smiles	hcGAS lum	NPYLR7 agonist	mcGAS inh
Cc1ccc(F)c(CNC(=O)C2(C)CCCN2C(=O)C(C)C)c1F (centres undefined)	-12	3	-8
CCCn1c(=O)c2c(nc3n(-c4cc(C)cc(C)c4)c(C)cn23)n(C)c1=O	6	2	3
O=C(NC1CCC2(CC1)OCCO2)c1csc(-c2ccc(Cl)c(Cl)c2)n1	-3	-1	-14
Cc1c(C)n2c3c(=O)n(CC(C)C)c(=O)n(C)c3nc2n1CCc1ccccc1	0	2	-7
O=S1(=O)N=C(N2CCN(CCO)CC2)c2ccccc21	-9	6	x
Cc1cc(=O)n2c(n1)SCC2CC(=O)N1CCOCC1 (centres undefined)	-6	-4	x
CC(=O)Nc1cccc(-n2cnnc2SC2CCCCC2=O)c1 (centres undefined)	-3	0	-2
COC(=O)CCn1c(C)cc(C(=O)COC(=O)CC(O)(c2ccc(C)o2)C(F)(F)F)c1C (centres undefined)	-2	2	x
CCC(C)C(NC(=O)c1cc(C(F)(F)F)cc(C(F)(F)F)c1)C(=O)Nc1nnc(-c2ccc(OC)cc2)s1 (centres undefined)	-2	-10	-2
COc1cc(O)cc(OC)c1OC	-2	-9	-3
